sdo1 growth – growth rescue of sdo1-depleted yeast, primary screen, S. cerevisiae, bone marrow failure model; S. cerevisiae sdo1-depleted JHY4D growth rescue, OD600 30 h; hits give high values; pdr5 snq2 efflux-pump mutant strain; AID 817, 2007; z-score at 10 µM; 0.21% of 140,000 active;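 active = z-score above 3 at both the 24 hr and the 30 hr optical density reads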;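 note: z-score against mean and SD of all compound wells on the same plate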
Insulin prom inh – inhibitors of insulin promoter-driven GFP, primary screen, imaging, TRM-6 cells (human fetal islet line), eGFP reporter, cell count; reporter expression induced with tamoxifen; inhibition, % at 2 µM; 0.9% of 130,000 active;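 active = inhibition above the mean plus 3 SD, with well images judged a real hit on visual review, cut at about 60% in these data, passing the limit was not always enough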
sdo1 growth Rescue 24 h – recorded beside sdo1 growth, whose call it bears; z-score; S. cerevisiae sdo1-depleted JHY4D growth rescue, OD600; measured here: growth rescue at 24 h;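 0 is the plate mean of compound wells and units are plate SD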
Active calls of the source: *; / = no result given. Only part of the results is shown; count on the stated rates, not on these rows.

| sdo1 growth | sdo1 growth Rescue 24 h | Insulin prom inh | SMILES |
| --- | --- | --- | --- |
| / | / | 35.3 | CCOC(=O)c1c(C)c(/C=N/Nc2ccccc2)n(C)c1C |
| 0.58 | -0.4 | / | Cc1nccn1S(=O)(=O)c1ccc(Br)cc1Br |
| 0.59 | 0.71 | 34.9 | CC1=C(C(=O)OCC2CCCO2)C(c2ccc(C)o2)C2=C(CC(c3ccc(F)cc3)CC2=O)N1 (stereo not given) |
| -2.57 | -2.15 | 8.6 | Oc1ccc2ccccc2c1C1Nc2cccc3cccc(c23)N1 |
| 0.43 | 0.21 | -7.7 | COc1ccc(-c2[nH]nc3c2C(c2ccncc2)C(C#N)=C(N)O3)cc1 (stereo not given) |
| -0.22 | -0.87 | 30.2 | Cn1c(N2CCCCC2)cc(=O)n(C)c1=O |
| -0.95 | -1.62 | -57.3 | Nc1nnc(-c2cn(-c3ccccc3)nc2-c2ccccc2)o1 |
| -0.09 | 2.36 | 38.5 | CSc1nc(NC(C)(C)C)nc(N2CCOCC2)n1 |
| / | / | 25.0 | CC(=O)c1cccc(NC(=O)COC(=O)COc2ccccc2C)c1 |
| 0.2 | -0.25 | 35.9 | CC(C)CN(CCOc1cccc(N2C(=O)C3=C(CCCC3)C2=O)c1)CC(C)C |
| -0.09 | -0.23 | 21.6 | CCCCC(=O)NC(=S)NNS(=O)(=O)c1ccccc1 |
| -0.41 | -1.32 | -9.1 | O=C(COC(=O)CCNS(=O)(=O)c1ccc2c(c1)OCCO2)NC1CCCc2ccccc21 (stereo not given) |
| 0.11 | 1.21 | / | O=[N+]([O-])c1cccc(-c2ccc(/C=N/NC(=S)Nc3ccccc3)o2)c1 |
| -1.8 | -1.79 | / | CCOc1ccc2[nH]c(=O)c(CN(Cc3nnnn3Cc3ccco3)C3CCCCC3)cc2c1 |
| 7.2 | 1.87 | -65.2 | COc1cccc(OC(C)c2ccnc3nc(/N=C/N(C)C)nn23)c1 (stereo not given) |
| / | / | -15.4 | O=C1CCC(/C=C/c2ccccc2)=NN1 |
| / | / | 0.0 | CC(C)OC(=O)c1ccc(NC(=O)c2cncc(Br)c2)cc1 |
| -1.34 | -0.8 | / | O=C(NCCc1ccccn1)c1cc(-c2ccc(Cl)c(Cl)c2Cl)nc2ccccc12 |
| -0.25 | -0.33 | 27.3 | CCCCCOC(=O)CSc1nnc(-c2ccccc2)c(=O)[nH]1 |
| / | / | -50.0 | COCCN=c1scc(-c2cccs2)n1/N=C(\C)c1ccco1 |
| -1.14 | 0.02 | -23.7 | CN(C1CCCCC1)S(=O)(=O)c1ccc(NC(=O)c2ccc(Br)o2)cc1 |
| 0.77 | 0.35 | 40.6 | Cc1ccc(NC(=O)Nc2cccs2)nc1 |
| / | / | 5.6 | Cc1ccc(CSCC(=O)NCc2ccc(F)cc2)cc1 |
| -0.21 | 0.46 | / | CCCCOC(=O)Oc1ccc2c(=O)c(Oc3cc(C)cc(C)c3)coc2c1 |
| 0.88 | 0.12 | 46.1 | Nc1nc(SCC(=O)Nc2c(Br)cc([N+](=O)[O-])cc2Br)n[nH]1 |
| -0.66 | -0.43 | -20.7 | COc1ccc(OC)c(NC(=O)C23CC4CC(C2)CC(n2cnc(Br)n2)(C4)C3)c1 |
| 0.94 | 0.67 | / | Cc1cc(C)nc(-n2ncc3c2CC(c2ccccc2)CC3=O)n1 (stereo not given) |
| 1.31 | 1.56 | -2.6 | CN(C)c1ccc(C(=O)C(O)c2ccccc2)cc1 (stereo not given) |
| 0.9 | -0.09 | 0.0 | CCCc1[nH]nc2c1C(c1ccncc1)C(C#N)=C(N)O2 (stereo not given) |
| 0.72 | 0.5 | -16.7 | Cc1ccc(C2=NN(CC(=O)NCc3ccco3)C(=O)CC2)cc1 |
| 1.15 | 1.11 | 40.7 | Cc1nnc(SCCn2c(Br)nc3c2c(=O)n(C)c(=O)n3C)s1 |
| -1 | -0.78 | -7.0 | Clc1ccc(/C=N/c2c(-c3ccc(Cl)cc3)nc3n2CCS3)cc1 |
| 0.36 | 0.66 | 17.4 | CCCNCC1COc2ccccc2O1 (stereo not given) |
| 0.39 | 2.37 | -7.7 | O=C(CSc1nnc(-c2cccc(S(=O)(=O)N3CCCCC3)c2)o1)NCCC1=CCCCC1 |
| / | / | -84.6 | CCc1nnc(NS(=O)(=O)c2ccc(NC(=O)c3cccc4ccccc34)cc2)s1 |
| 1.08 | 1.08 | -42.9 | c1ccc(-c2ccccc2OCCCCN2CCCCC2)cc1 |
| -1.08 | 0.51 | -90.5 | C=CCn1c(SCC(=O)NCc2ccco2)nc2sc(C)c(C)c2c1=O |
| / | / | 16.7 | Fc1ccc(NC(=S)NC2CC3CCCC(C2)N3Cc2cccs2)cc1 (stereo not given) |
| 0.53 | 0.11 | 3.5 | CC(C)NC(=O)COC(=O)c1cc(Br)ccc1Cl |
| 0.21 | -0.45 | -85.7 | CCN(C(=O)CSc1nnnn1-c1cc(C)ccc1OC)C1CCS(=O)(=O)C1 (stereo not given) |
| 0.08 | 0.6 | -42.4 | Cc1ccccc1OCC(=O)Nc1ccc2c(c1)COC2=O |
| -0.75 | -0.48 | / | COc1ccc(O)c(C(=O)c2cnc3onc(C)c3c2)c1 |
| / | / | -18.2 | CCOC(=O)N1CCN(S(=O)(=O)c2ccc([N+](=O)[O-])cc2)CC1 |
| / | / | 16.7 | CC1=C(C#N)CCC(=O)N1Cc1c(F)cccc1Cl |
| -1.48 | -1.18 | / | CC(CCc1ccco1)NC(=O)c1cc2c(-c3ccccc3F)nn(C)c2s1 (stereo not given) |
| 0.55 | 0.11 | 5.6 | CN=C1NN=C(c2cc(C)n(-c3c(C)n(C)n(-c4ccccc4)c3=O)c2C)CS1 |
| / | / | -33.3 | COc1ccc(CNCCSc2nnnn2C)c(OC)c1OC |
| 0.2 | -0.43 | -19.4 | Cc1nc(C)c(CCNC(=O)c2ccc(C(F)(F)F)cc2)s1 |
| / | / | 35.7 | O=[N+]([O-])c1cccc2c(Cl)ccnc12 |
| -0.12 | -0.49 | 40.0 | Cn1c(=O)c2c(nc(NCc3cccnc3)n2Cc2cccc(C(F)(F)F)c2)n(C)c1=O |
| -0.12 | -0.7 | 14.3 | CSc1nnnn1-c1ccc(C)c(Cl)c1 |
| 0.46 | 0.74 | / | C=CCSc1nc2c(c(=O)[nH]1)C(C(C)C)C(C#N)=C(N)O2 (stereo not given) |
| 0.82 | 0.29 | / | Cc1ccc(OCc2nnc(SCC(=O)NC3CCCCC3)n2C)cc1 |
| -1.3 | -2.01 | / | COc1ccc(-c2ccc(-c3noc(C(C)C)n3)c(OC)n2)cc1 |
| -1.61 | -1.06 | 44.1 | Cc1ccc(C(=O)Nc2nc(-c3ccccc3)c(-c3ccccc3)o2)cc1 |
| 4.1* | 3.75* | -36.4 | O=C1CSC(c2ccccn2)N1c1ccccc1 (stereo not given) |
| -0.2 | 0.09 | 0.0 | CCCN(CCC)S(=O)(=O)c1ccc(NC(=O)c2cc(C(=O)OC)cc([N+](=O)[O-])c2)cc1 |
| / | / | -7.1 | CCCCN(CC)CCCNC(=O)C1CCN(c2ncnc3c2sc2cccc(F)c23)CC1 |
| -0.95 | 0.11 | 61.3 | O=C(C1=C(O)C(=O)N(CCc2ccccc2)C1c1cccnc1)c1ccco1 (stereo not given) |
| 1.32 | 1.48 | / | CCC(=O)c1ccc(OCC(O)CNCc2ccc(F)cc2)cc1 (stereo not given) |

Next section
| sdo1 growth | sdo1 growth Rescue 24 h | Insulin prom inh | SMILES |
| --- | --- | --- | --- |
| -0.43 | -1.4 | 16.1 | S=C(NCCCN1CCOCC1)Nc1ccc(Cl)c(Cl)c1 |
| 0.77 | 0.15 | -34.9 | CN(Cc1ccccc1)Cc1c(F)cccc1F |
| -1.44 | -1.33 | -26.1 | CNc1cc([N+](=O)[O-])ccc1N/C=C/C(=O)c1ccc2c(c1)OCO2 |
| 0.71 | 0.17 | / | CSc1nnc2c(n1)OC(C)=Nc1ccccc1-2 |
| 0.97 | 0.15 | 18.8 | O=C1NC(c2ccccc2)(C(F)(F)F)C(=O)N1Cc1cccnc1 (stereo not given) |
| -0.15 | -1.28 | 60.0 | O=C(CN1CCCCC1)Nc1cccc(Cl)c1Cl |
| 0.4 | 0.67 | 24.0 | O=C(CN1CCN(c2ccccc2)CC1)Nc1ccc(-n2cnnn2)cc1 |
| 1.18 | 2.46 | 0.0 | CCN=c1scc(-c2ccc3c(c2)NC(=O)CO3)n1N=C1CCCC1 |
| -0.5 | -0.19 | 23.3 | O=C(NCCCN1CCOCC1)c1ccc(Cl)s1 |
| 0.64 | 0.02 | 25.0 | O=C(NNS(=O)(=O)c1ccc2ccccc2c1)C1CCN(Cc2ccccc2)CC1 |
| / | / | 64.7 | O=S(=O)(c1ccc(Cl)cc1)N1CCN(C(=S)Nc2ccccc2F)CC1 |
| 1.26 | 1.45 | / | COc1nc(Oc2ccc(=O)n(C)n2)nc(N(C)C)n1 |
| 1.02 | 0.69 | 34.3 | CCOC(=O)C1=C(C)NC(SCC(N)=O)=C(C#N)C1c1cccs1 (stereo not given) |
| 1.98 | 2.66 | 15.6 | Cc1cc(C)nc(N2C(=O)CC(C(=O)O)NC2=NCCc2c[nH]c3ccccc23)n1 (stereo not given) |
| 1.19 | 2.82 | -18.9 | O=C(Nc1ccc2c(c1)OCO2)NC1CCN(Cc2ccccc2)CC1 |
| -1.58 | -1.94 | -21.4 | Brc1ccc(-c2nnc(-c3ccco3)o2)cc1 |
| -0.38 | 0.18 | / | CC(C)(C)C1CCc2onc(C(=O)NCc3ccc(F)cc3)c2C1 (stereo not given) |
| 1.03 | -0.47 | 20.0 | O=C(Cc1cccs1)NCCN1CCOCC1 |
| / | / | 30.0 | CC(C)(C)c1cc(N)n2nc(C(C)(C)C)cc2n1 |
| -1.49 | -0.82 | -44.8 | Cc1ccc(-n2c(C)cc(/C=N/NC(N)=S)c2C)cc1 |
| / | / | 13.3 | Cc1ccc(OCc2nc(-c3cccs3)no2)c([N+](=O)[O-])c1 |
| -0.31 | -0.7 | / | CCOC(=O)C1CCCN(C(=O)Cn2nc(CC)n3c(cc4sccc43)c2=O)C1 (stereo not given) |
| -0.65 | -0.57 | / | N#Cc1c(N)sc(=S)c2c1CCN(Cc1ccccc1)C2 |
| / | / | 42.9 | Cc1ccc(SCCC(=O)NCc2ccncc2)cc1 |
| 0.65 | 0.38 | 11.1 | Cc1cccc(C)c1NC(=O)C1(NC(=O)Cn2cccc([N+](=O)[O-])c2=O)CCCCC1 |
| / | / | 44.4 | CCOc1ccc(S(=O)(=O)N/N=C(\C)c2ccc(OC)cc2OC)cc1 |
| 1.85 | 2.71 | 66.7 | CC(C)C(=O)N1CCN(c2ccccc2NC(=O)c2cccc(Cl)c2)CC1 |
| 0.98 | 0.49 | -43.8 | OC(COCc1ccccc1)CN1CCc2ccccc2C1 (stereo not given) |
| -1.2 | -1.28 | / | O=S(=O)(c1cccs1)N1CCc2ccccc2C1 |
| 0.19 | -0.54 | / | COc1ccc(C(CC(=O)O)NC(=O)Cc2ccccc2)cc1 (stereo not given) |
| -1.34 | -1.05 | 0.0 | Cc1ccc(COc2ccc(/C=N/O)cc2)cc1 |
| -0.99 | -2.04 | -14.7 | CC(=O)Nc1sc(N/N=C\c2ccco2)nc1-c1cccs1 |
| -1.03 | -1.64 | 53.3 | O=[N+]([O-])c1ccc(/C=N/NS(=O)(=O)c2ccc(Cl)cc2)o1 |
| -0.37 | -0.11 | / | CCC(C)(C)n1nnnc1C(C(C)C)N1CCN(C)CC1 (stereo not given) |
| -0.98 | -1.31 | 3.1 | Cc1ccc(S(=O)(=O)c2ccc(Cl)cc2)cc1S(=O)(=O)N1CCN(C)CC1 |
| -0.35 | 0.14 | -41.9 | CCC(CC)C(=O)NCCc1ccc(F)cc1 |
| -0.39 | -0.28 | / | c1ccc(C2=Nn3c(nnc3-c3n[nH]c4c3CCC4)SC2)cc1 |
| -0.9 | -0.63 | 32.3 | c1ccc2nc(-c3nc4ccccc4[nH]3)ccc2c1 |
| / | / | 63.6 | CSc1nc2ncc(-c3ccsc3)c(N)n2n1 |
| 0.51 | -0.09 | -14.3 | N#C/C(=C(\O)CCl)c1nnc2n1CCCCC2 |
| 0.75 | 0.54 | -16.7 | O=C(N/N=C/c1c(O)n(-c2ccc(Cl)cn2)c(=O)c2ccccc12)c1ccncc1 |
| -0.51 | -0.2 | / | Cn1c(NCCO)nc2c(c1=O)C1(CCCCC1)Cc1ccccc1-2 |
| -0.06 | -0.16 | -80.7 | CC(C)N(C(=O)CN(C#N)c1nc(N(C)C)nc(N(C)C)n1)c1ccccc1 |
| 0.14 | 0.2 | 61.5 | Cc1nnc(SCC(=O)NCc2ccco2)n1-c1ccccc1 |
| -0.14 | 0.2 | / | COc1ccc(C(=O)C/C(=C\C(=O)c2ccc(C)cc2)c2ccccc2)cc1 |
| -0.13 | -0.34 | 7.7 | O=S1(=O)N=C(Nc2ccc(N3CCOCC3)cc2)c2ccccc21 |
| -0.22 | -0.54 | -2.7 | CCN(CC)C(=S)NC(=O)c1ccc(Cl)cc1Cl |
| -0.54 | -0.94 | / | CCS(=O)(=O)c1ccc(C(=O)Nc2ccccc2)c(Cl)c1Cl |
| -0.04 | -0.78 | 20.0 | Cc1ccc(-c2noc(-c3ccccc3C(=O)N3CCOCC3)n2)cc1 |
| 0.56 | 0.69 | -7.1 | O=C(CN1CCC(NC(=O)c2cccc(F)c2)CC1)NCc1ccccc1F |
| / | / | 11.1 | Cc1ccc(-c2nnc(SCCC(=O)N3CCOCC3)o2)cc1 |
| 10.3* | 4.12* | -7.1 | CCN(CC)S(=O)(=O)c1ccc(NC2c3ncccc3C(=O)N2Cc2ccccc2)cc1 (stereo not given) |
